ASM inhibitor – Inhibitors of Secretory Acid Sphingomyelinase (S-ASM): qHTS. Sphingomyelin phosphodiesterase (Homo sapiens), P17405. placental ASM, HMU-PC fluorogenic substrate, 60 min. Potency, µM (series often up to 57.5 µM), inactives show at the highest dose activity change, negative = inhibition, most hits filed as inhibitors. 340,000 compounds, 0.006% hits; note: potency is the fitted concentration of half-maximal effect
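Fluorogenic HMU-PC substrate (9 uM final) is turned over by placental ASM in 60 min at 37 C after a 10 min compound preincubation. Reaction ended by alkaline stop (pH 10), with fluorescence read at 386/447 nm.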
Mito fusion yeast – qHTS Assay for Small Molecule Inhibitors of Mitochondrial Division or Activators of Mitochondrial Fusion; S. cerevisiae fusion-defective mutant growth rescue, CellTiterGlo 48 h; Potency, µM (titrated, usually from 46.1 µM), inactives show at the top dose growth rescue (activation), hits mostly activators; 320,000 compounds, 0.23% hits;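 note: potency is the fitted concentration of half-maximal effect; % of control where 0% means no effect; nearly all actives have a fitted effect of over 45% in size; temperature-sensitive fusion mutants such as fzo1-1 at 37 °C on non-fermentable ethanol glycerol medium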
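Yeast fusion mutant, YPEG (non-fermentable carbon), compound, 48 h at 37C non-permissive; CellTiterGlo added, 10 min RT, luminescence read. Rescued growth = division inhibition.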
MBNL1-CUG inh – qHTS Assay for Inhibitors of MBNL1-poly(CUG) RNA binding; TR-FRET MBNL1-His/biotin-(CUG)12 binding, 665/545 ratio; Muscleblind-like protein 1 (Homo sapiens), Q9NR56; 280,000 compounds, 0.036% hits; Potency, µM (highest dose often 57.5 µM), for the others: at the top dose activity change, negative = inhibition, most hits filed as inhibitors; active = well fitted inhibition curve with a large enough effect in the signal ratio, with a control signal flat, not every such curve was filed as active; inconclusive = small, poorly fitted or top-dose-only effect, or effect the other way, or a change in a side signal; inactive = no such curve, though single readings can be large or run the other way; the % refers to the signal ratio; note: potency is the fitted concentration of half-maximal effect; % is set by controls: 0 for no effect and ±100 for the full control effect
Target sequence (Q9NR56 whole entry, looked up): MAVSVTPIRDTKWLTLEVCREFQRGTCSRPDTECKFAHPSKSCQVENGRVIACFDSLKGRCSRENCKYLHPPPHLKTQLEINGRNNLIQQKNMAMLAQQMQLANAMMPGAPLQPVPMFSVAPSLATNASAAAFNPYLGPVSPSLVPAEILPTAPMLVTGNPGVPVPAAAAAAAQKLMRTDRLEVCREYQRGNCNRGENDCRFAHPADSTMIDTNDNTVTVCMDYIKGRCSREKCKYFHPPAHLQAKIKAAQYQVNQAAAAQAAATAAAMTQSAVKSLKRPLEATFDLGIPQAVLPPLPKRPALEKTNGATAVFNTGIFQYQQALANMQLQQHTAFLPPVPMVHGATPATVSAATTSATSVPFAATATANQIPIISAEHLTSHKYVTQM
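TR-FRET between His-tagged MBNL1 and biotin-(CUG)12 RNA, detected with Tb anti-His antibody (0.055 ng/ul) and streptavidin-XL665 (5 nM), 60 min at room temperature. Compounds titrated 92 nM to 58 uM; 665/545 nm ratio normalized to buffer and complex controls.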
AT treatment – qHTS Assay for Identifying a Potential Treatment of Ataxia-Telangiectasia | Potency, µM (titrated, usually from 57.5 µM), inactives show at the top dose activation, hits mostly activators | […] A-T fibroblasts, KAP-1 phosphorylation AlphaLISA; neocarzinostatin DNA damage 30 min before lysis | AID 485349, 2010 | 320,000 compounds, 0.19% hits; note: potency is the fitted concentration of half-maximal effect; % of control where 0% means no effect; nearly all actives have a fitted effect of over 45% in size
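hTERT-immortalized A-T patient fibroblasts ([…]), 500 cells/well in OPTI-MEM, 1% FBS, got compounds for 60 min, then NCS for 30 min at 37C. Lysates were then assayed for phospho-KAP-1 by AlphaLISA (anti-pKAP1 donor, anti-KAP1 acceptor beads), 6 hr at 25C.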
TSHR antag – Antagonists of the Thyroid Stimulating Hormone Receptor: HTS campaign; Thyrotropin receptor (Homo sapiens), P16473; TSHR-expressing cells, TSH-stimulated cAMP HTRF, 2 h; hits give low values; AID 504810, 2011; activity change, negative = inhibition, % at 11.5 µM; 330,000 compounds, 0.2% hits;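 active = activity change below a set negative limit, meaning inhibition stronger than a set level, cut at about -70% in these data; inconclusive = activity change between two set negative limits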; note: % is set by controls: 0 for no effect and ±100 for the full control effect
Target sequence (P16473 whole entry, looked up): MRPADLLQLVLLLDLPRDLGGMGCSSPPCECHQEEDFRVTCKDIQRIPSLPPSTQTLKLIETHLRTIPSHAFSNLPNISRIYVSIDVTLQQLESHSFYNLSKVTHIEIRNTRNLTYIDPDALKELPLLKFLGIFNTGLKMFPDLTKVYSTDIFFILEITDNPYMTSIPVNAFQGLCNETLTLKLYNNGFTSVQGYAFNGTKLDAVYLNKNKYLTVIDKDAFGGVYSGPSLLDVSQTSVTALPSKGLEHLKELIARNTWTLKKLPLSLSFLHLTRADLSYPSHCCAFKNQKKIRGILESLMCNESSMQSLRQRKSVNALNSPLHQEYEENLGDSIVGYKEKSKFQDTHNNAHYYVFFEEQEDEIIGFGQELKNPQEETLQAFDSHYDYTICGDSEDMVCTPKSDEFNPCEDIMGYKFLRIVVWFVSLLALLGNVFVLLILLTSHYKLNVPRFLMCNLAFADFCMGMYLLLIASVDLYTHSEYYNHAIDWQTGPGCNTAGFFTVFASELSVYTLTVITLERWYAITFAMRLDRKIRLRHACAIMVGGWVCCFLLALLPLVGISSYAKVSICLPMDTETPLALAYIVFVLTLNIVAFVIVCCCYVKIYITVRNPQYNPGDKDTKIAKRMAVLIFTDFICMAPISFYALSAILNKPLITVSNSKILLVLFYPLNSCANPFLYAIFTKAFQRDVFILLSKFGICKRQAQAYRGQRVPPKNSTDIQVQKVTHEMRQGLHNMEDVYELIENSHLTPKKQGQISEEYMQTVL
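Read-out is FRET at 665 nm (cryptate excitation 337 nm) from a cryptate-tagged anti-cAMP antibody, competed by cell cAMP against cAMP-d2. Compounds are tested on freshly harvested TSHR cells challenged with 4nM TSH (EC80) for 2 hours at 37 deg C.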
TCR act – Activators of T cell receptors: qHTS campaign; primary human leukocytes, anti-CD3, IL-2 HTRF, 48 h; 330,000 tested, under 10 active; Potency, µM (series often up to 9.22 µM), without a hit: top-dose activation of IL-2 secretion, hits mostly activators; note: % of control where 0% means no effect
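HTRF read-out of IL-2 secretion: europium cryptate donor excited at 320nm, d2 acceptor emission at 665nm. Cells were primary human leukocytes incubated 48 hr with compounds and a-CD3 beads, supplying TCR signal only.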
Menin-MLL TR inh – qHTS Assay for Inhibitors Targeting the Menin-MLL Interaction in MLL Related Leukemias: Competition With Texas Red Labeled MLL-derived Mutant Peptide | O00255 | Potency, µM (top dose mostly 61.6 µM), for inactives: at the highest dose FP activity change, negative = inhibition, hits mostly inhibitors | Menin + Texas Red MLL mutant peptide, fluorescence polarization | 270,000 compounds, 0.23% hits | AID 1768, 2009; active = well fitted inhibition curve with a large enough effect in the polarisation, with a control signal flat, not every such curve was filed as active; inconclusive = small, poorly fitted or top-dose-only effect, or effect the other way, or a change in a side signal; inactive = no such curve, though single readings can be large or run the other way; the % refers to the polarisation; note: potency is the fitted concentration of half-maximal effect; % of control where 0% means no effect; many of its hits are not listed in these tables
CXXC DNA block – qHTS Fluorescence Polarization Assay for Inhibitors of MLL CXXC domain - DNA interaction; Potency, µM (top dose mostly 115 µM), for inactives: at the highest dose activity change, negative = inhibition, hits mostly inhibitors; Histone-lysine N-methyltransferase 2A (Homo sapiens), Q03164; 290,000 compounds, 0.037% hits; MLL-CXXC / FITC-HOXA9 DNA fluorescence polarization; active = well fitted inhibition curve with a large enough effect in the polarisation, with a control signal flat, not every such curve was filed as active; inconclusive = small, poorly fitted or top-dose-only effect, or effect the other way, or a change in a side signal; inactive = no such curve, though single readings can be large or run the other way; the % refers to the polarisation; note: potency is the fitted concentration of half-maximal effect
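Steps: dispense CXXC domain solution (7 uM) → pin compounds or unlabeled HOX-A9 DNA control → 5 min ambient → add FLSN-HOX-A9 solution (50 nM) → spin → 30 min ambient → fluorescence polarization. Tris pH 7.5/NaCl/DTT/BSA buffer.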
TSG101-PTAP inh – qHTS Assay for Iinhibitors of HIV-1 Budding by Blocking the Interaction of PTAP/TSG101 | Tumor susceptibility gene 101 protein (Homo sapiens), Q99816 | Fluorescence polarization, FITC-PTAP peptide / Tsg101 binding | Potency, µM (series often up to 115 µM), inactives show at the top dose activity change, negative = inhibition, hits mostly inhibitors | 340,000 tested, under 10 active; active = well fitted inhibition curve with a large enough effect in the main read-out, with a control signal flat, not every such curve was filed as active; inconclusive = small, poorly fitted or top-dose-only effect, or effect the other way, or a change in a side signal; inactive = no such curve, though single readings can be large or run the other way; note: potency is the fitted concentration of half-maximal effect; % of control where 0% means no effect
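Fluorescence polarization binding of Tsg101 binding domain (10 uM final) to FITC-labeled PTAP peptide (50 nM final) in HEPES pH 7.5 buffer with NaCl, Tween 20, EDTA, TCEP. Compounds added before peptide; binding 20 min at RT.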
a7 integrin act – qHTS for Activators of Integrin-Mediated Alleviation for Muscular Dystrophy | AID 624291, 2012 | alpha7betagal myoblasts, beta-gal FDG fluorescence, 48 h | Potency, µM (highest dose often 38.3 µM), for the others: top-dose activation, actives largely listed as activators | 350,000 compounds, 0.064% hits;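 note: potency is the fitted concentration of half-maximal effect; 100% = response of the positive control SU9516; nearly all actives have a fitted effect of over 60% in size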
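Alpha7betagal+/- myoblasts (passage 13) were plated 16-24 hr, then exposed to compounds (1:260 dilution of DMSO stock) for 48 hours at 37C. After MPER lysis, β-galactosidase reporter activity was read as FDG fluorescence (ex 480/em 540) after 30 minutes.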
An asterisk follows results filed as active; ? = inconclusive; . = no result given; [ ] = remark or other dose. Unless noted, calls come from the whole dose curve; as a rule, active = well fitted curve in the direction sought with a large enough effect; inconclusive = small, poorly fitted or top-dose-only effect, or another doubt; inactive = no such curve, though single readings can be large; an effect the other way counts as inactive or inconclusive.

SMILES	ASM inhibitor	Mito fusion yeast	MBNL1-CUG inh	AT treatment	TSHR antag	TCR act	Menin-MLL TR inh	CXXC DNA block	TSG101-PTAP inh	a7 integrin act
CSCCC(NC(=O)/C(=C\c1ccc(Cl)cc1)NC(=O)c1ccccc1)C(=O)O (configuration not stated)	1%	0%	0%	0%	-10	-5%	-1%	2%	1%	5%
COc1cc(CC(C#N)(CO)c2nc3ccccc3[nH]2)ccc1OC(F)F (configuration not stated)	-3%	7%	.	6%	-5	-9%[46.1 µM]	7%	-1%	-1%	-11%
CCOC(=O)c1ccc(N2C(=O)c3n[nH]c(C)c3C2c2ccccc2)cc1 (configuration not stated)	-4%	15%	-8%	4%	-7	-2%	69%[activator]	2%	-3%	6%
Cc1cn(CC(C)C)c(=O)n(-c2ccccc2)c1=O	1%	.	.	.	.	3%	.	.	-4%	-20%
COc1ccc(-c2nn(C)c(=O)c3ccccc23)cc1CNC(=O)NC1CCCCC1	.	5%	26%	0%	-3	.	2%	11%	.	.
C=CCc1cc(C=Nc2ccc(N3CCOCC3)cc2)cc(OCC)c1O	0%	.	.	.	.	10%	.	.	1%	-8%
Cc1ccc(C)c(C(=O)COC(=O)Cn2c(C)csc2=O)c1	0%	-1%	7%	-1%	-15	1%	.	4%	-3%	?
O=C(O)c1ccc(/C=N/N2CCN(Cc3ccc(Cl)cc3)CC2)cc1	3%	4%	-1%	-2%	8	.	1%	-3%	-4%	8%
COC(=O)c1sc(NC(=O)CSc2nc3cccnc3n2C2CCCCC2)nc1C	-1%	-4%	-7%	7%	-1	4%	3%	8%	3%	2%
COc1ccc(NC(=O)c2ccco2)cc1NC(=O)c1ccco1	2%	5%	-4%	11%	-5	8%	2%	-11%	-6%	28%
CCCCN(CCCC)CCn1cnc2c([nH]c3ccc(OC)cc32)c1=O	8%	-4%	0%	-15%	0	-2%	17%	5%	6%	13%
O=C(NC(=S)NNC(=O)c1ccccc1O)c1cccnc1	-2%	-5%	1%	-3%	-10	0%	3%	-26%	-7%	?
O=C(COC(=O)c1cccnc1Cl)Nc1nc(-c2ccccc2)cs1	-7%	10%	10%	-4%	-20	-1%[46.1 µM]	11%	11%	-1%	-4%
COc1ccc(Br)cc1/C=N/NC(=O)CNC(=O)/C=C/c1ccccc1	18%	5%	0%	2%	10	-7%	22%	16%	-15%	-20%
CCCC(=O)Nc1ccc(NC(=O)c2ccco2)cn1	-1%	0%	12%	5%	-2	7%	-2%	6%	-4%	9%
O=C(NCCc1ccccc1)N1c2ccccc2Sc2ccccc21	-8%	?	-4%	21%	7	1%	-1%	-11%	-5%	11%
Cc1ccc2oc(=O)cc(CN3CCN(C/C=C/c4ccccc4)CC3)c2c1	-1%	0%	.	-4%	-4	1%	.	48%[activator]	-2%	12%
Cc1cccc(NC(=O)CSCC(=O)N2CCN(C(=O)c3ccco3)CC2)c1	2%	-2%	.	-2%	9	2%	.	.	-1%	13%
Cn1cc([C@@H]2C[C@H]3CN(C4CCCC4)C(=O)[C@]34CCCN24)c(-c2ccccc2)n1	3%	5%	2%	7%	29	-2%	-22%	-9%	-10%	7%
COc1ccc2c(c1)CCC/C2=N\Nc1nc(C(=O)NN)cs1	-6%	6%	4%	20%	-5	0%	.	-18%	0%	0%
COc1ccc(CC(=O)NNC(=O)CSc2nnc(C)n2-c2ccccc2)cc1	3%	-2%	6%	-5%	-5	2%[46.1 µM]	11%	2%	0%	-15%
O=C(CNS(=O)(=O)c1ccccc1)OCC(=O)c1ccc([N+](=O)[O-])cc1	5%	-6%	?	-3%	-13	4%[46.1 µM]	-1%	0%	-4%	-23%
CCN(C(=O)c1ccnn1C)c1ccccc1	6%	-3%	7%	-3%	7	1%[46.1 µM]	-7%	3%	1%	20%
CC(=O)c1c(C)[nH]c(C(=O)OCC(=O)Nc2ncc(Cl)c(C)c2Cl)c1C	-7%	1%	6%	-4%	-4	0%	-1%	9%	-7%	-13%
COC(=O)C1=C[C@@H](C(=O)OC)C2C3=C(C(=O)C24CCCCC4)[C@H](C)n2c(=O)n(-c4ccccc4)c(=O)n2[C@@H]3C1 (some centres not stated)	1%	.	.	.	.	-3%	2%	.	-14%	17%
SMILES	ASM inhibitor	Mito fusion yeast	MBNL1-CUG inh	AT treatment	TSHR antag	TCR act	Menin-MLL TR inh	CXXC DNA block	TSG101-PTAP inh	a7 integrin act
COc1ccc2nc(NC(=O)CCNC(=O)c3ccco3)sc2c1	1%	-4%	.	-13%	-7	-1%	.	.	-6%	7%
CCOC(=O)C1CCN(C(=O)CCCn2nc(C)c3c(C)n(-c4ccc(C)cc4)nc3c2=O)CC1	-2%	-2%	1%	1%	-14	-6%	-20%	-5%	-6%	?
O=C(CN1C(=O)c2cccc3cccc1c23)N1CCc2ccccc2C1	68%[activator]	4%	42%[activator]	5%	-2	3%	3%	8%	-2%	-9%
Cc1ccc(CNC(=O)c2ccc(N3CCC4(CC3)CC(c3ccccc3)=NO4)c(NC(=O)c3c(Cl)cccc3Cl)c2)cc1	3%	-3%	.	16%	-2	7%	.	.	-3%	1%
O=C(NCc1ccccc1)C1CCC(=O)N(CCN2CCOCC2)C1 (configuration not stated)	4%	-5%	-2%	3%	-1	9%	1%	2%	-5%	4%
COc1cccc(-c2cc(C(=O)NCc3ccco3)c3ccccc3n2)c1	-3%	-7%	9%	-20%	-13	5%	11%	-9%	-10%	-31%
CC(C)[C@H](NC(=O)C1CCN(S(=O)(=O)c2ccc(F)cc2)CC1)C(=O)NCc1ccncc1	-1%	-3%	-5%	12%	0	-4%	.	21%	-6%	6%
COc1ccc(-n2c(SCC(=O)NCCC(C)C)nc3ccsc3c2=O)cc1	-4%	-2%	0%	-7%	4	-1%	-14%	-5%	-6%	-27%
COc1cc(/C=C(/C(=O)O)c2ccc(-c3ccccc3)cc2)cc(OC)c1OC	-3%	6%	25%	1%	-10	-2%	33%[activator]	4%	-4%	-6%
CCOc1cc(/C=C2/SC(=S)N(CC(=O)O)C2=O)ccc1OC(=O)c1cccs1	-1%	4%	11%	35%	6	-10%	.	30%	0%	0%
O=S(=O)(Cc1ccc(Cl)cc1)c1ncc(CO)n1Cc1ccccc1	5%	-2%	-2%	4%	4	7%	-15%	1%	-6%	?
CSc1nnc(NC(=O)CCc2ccccc2)s1	2%	3%	4%	-2%	-4	6%	10%	-4%	-2%	-4%
CC(C)=CCc1c2c(c3occ(-c4ccc(O)c(O)c4)c(=O)c3c1O)C=CC(C)(C)O2	?	.	.	.	.	8%	?	.	-3%	-56%[inhibitor]
Cc1ccc2nc(-c3ccccc3)cc(C(=O)N3CCN(c4ccccc4O)CC3)c2c1	-8%	?	.	-4%	13	2%	.	.	0%	-16%
CCC(SC1=Nc2ccccc2C2=NC(CC(C)C)C(=O)N12)C(=O)Nc1ccc2c(c1)OCO2 (configuration not stated)	-4%	2%	2%	-1%	-5	-1%	22%	0%	-8%	-2%
CC1CCCN(CCCNC(=O)CN2C(=O)COc3ccc(S(=O)(=O)N4CCOCC4)cc32)C1 (configuration not stated)	2%	5%	1%	-2%	-3	-10%	.	-3%	-5%	18%
NC(=S)NN=C1CCC(C2CCCCC2)CC1 (configuration not stated)	8%	.	.	.	.	2%	.	.	-5%	0%
CC(c1ccon1)N(C)C(=O)c1ccc(OC2CCN(C(=O)C3CC3)CC2)cc1 (configuration not stated)	-4%	-6%	-15%	4%	-15	-20%	6%	-3%	-1%	15%
Cc1ccc(OCc2nc(-c3ccccn3)n[nH]2)cc1	3%	-3%	-2%	2%	0	-4%	.	9%	-1%	-14%
Cc1ccc(NC(=S)NC2CCCC2)cc1	-1%	-9%	1%	-4%	1	2%	21%	-1%	1%	-16%

Source: PubChem (National Center for Advancing Translational Sciences (NCATS))

Some of the compounds tested; rates above refer to the full screens.
